Compound activity (PubChem BioAssay)
AID2073: inhibitors of Mint1-CaV2.2 protein interaction, biochemical, HTRF (AID 2073) | inhibition, % at 20 µM, or IC50 in µM where a hit was titrated | HTRF protein-protein interaction, Mint1-CaV2.2; higher % means a stronger effect | 290,000 compounds, 0.19% hits; in the data active = inhibition mostly above about 51%, no sharp cut-off; also: some results filed as inactive read as strong as hits
GPR55 LPI antagonism: GPR55 antagonists blocking LPI-driven arrestin recruitment, primary screen, imaging, U2OS, beta-arrestin-GFP, LPI agonist (AID 2013). U2OS GPR55 beta-arrestin-GFP translocation imaging, LPI antagonism; higher % means a stronger effect. one-dose inhibition, % at 10 µM; IC50 in µM for titrated hits. 290,000 compounds, 0.13% hits;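 active = spots per cell inhibited over 60%, with over 100 cells counted and total cytoplasm intensity under 500,000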;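 also: U2OS cells stably carrying GPR55 and arrestin-GFP stimulated by 5 µM LPI near EC80; imaged beta-arrestin-GFP aggregate spots per cell after agonist stimulation; plate controls were LPI-stimulated DMSO wells for no effect and DMSO wells without LPI for full effect; some results filed as inactive read as strong as hits; confirmed hits need IC50 under 10 µM and bright autofluorescent wells are also inconclusive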
Dengue-2 NS5 capping: flavivirus cap methylation enzyme inhibition – biochemical, confirmation dose response, primary screen (AID 588689); 340,000 compounds, 0.3% hits; Dengue-2 NS5 methyltransferase capping enzyme assay, biochemical; higher % means a stronger effect; one-dose inhibition, % at 25 µM; IC50 in µM for titrated hits; in the data active = a potency from the dose series
GPR55 activation: selective activators of receptor GPR55 – imaging, U2OS cells, beta-arrestin-GFP redistribution, primary screen (AID 1961). U2OS GPR55 beta-arrestin-GFP redistribution imaging; higher % means a stronger effect. activation, % at 10 µM; hits with a dose series show EC50 in µM. 290,000 compounds, 0.048% hits;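 active = activation above 40% with more than 50 cells counted in the well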;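 also: U2OS osteosarcoma cells stably expressing GPR55 and beta-arrestin-GFP; plate controls were DMSO negative control for no effect and LPI positive control for full effect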
NTR1 agonist: agonists of NTR1, primary screen, imaging, U2OS cells, beta-arrestin-GFP, high content (AID 493036) | NTR1-U2OS beta-arrestin-GFP spot imaging, agonist mode | activation, % at 20 µM | 330,000 compounds, 0.17% hits;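 active = activation at or above 40% of the spot to cytoplasm intensity ratio, with at least 20 cells analyzed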;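 also: 0% = DMSO without peptide and 100% = 100 nM NTR1 peptide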
Target sequence (P30989 whole entry, looked up): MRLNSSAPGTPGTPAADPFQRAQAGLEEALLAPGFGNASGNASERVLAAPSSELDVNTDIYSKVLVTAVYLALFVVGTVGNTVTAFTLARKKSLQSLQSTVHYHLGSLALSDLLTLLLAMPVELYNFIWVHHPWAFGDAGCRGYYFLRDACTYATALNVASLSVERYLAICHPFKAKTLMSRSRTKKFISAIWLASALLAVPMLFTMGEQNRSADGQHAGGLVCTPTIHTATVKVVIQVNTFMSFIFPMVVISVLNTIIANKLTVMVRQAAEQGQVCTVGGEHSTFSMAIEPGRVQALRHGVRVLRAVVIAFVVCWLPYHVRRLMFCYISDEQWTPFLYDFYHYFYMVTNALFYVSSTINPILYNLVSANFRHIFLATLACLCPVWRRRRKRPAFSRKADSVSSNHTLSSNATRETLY
MgcRacGAP inhibition: MgcRacGAP GTPase-activating activity inhibitors, confirmation, biochemical, ADP Hunter fluorescence; inhibition, % at 30 µM, or IC50 in µM where a hit was titrated; 340,000 compounds, 0.6% hits; MgcRacGAP-stimulated Rac1 GTP hydrolysis, ADP Hunter fluorescence; higher % means a stronger effect; GST-tagged Rac1 F28L mutant substrate;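 active = first-screen hits whose inhibition reached a set limit at any dose in the follow-up dose series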;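 also: fluorescence reports GDP produced by GAP-driven GTP hydrolysis; strong numbers were not always called active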
SV40 large T antigen: SV40 large T antigen inhibitors, biochemical (AID 1903); 310,000 compounds, 0.39% hits; inhibition, % at 20 µM, or IC50 in µM where a hit was titrated; SV40 large T antigen ATPase/helicase inhibition assay; higher % means a stronger effect; in the data active = a potency from the dose series; also: strong numbers were not always called active
GPR35 antagonists: inhibition of zaprinast-stimulated GPR35 beta-arrestin translocation – imaging, U2OS, beta-arrestin-GFP, zaprinast agonist, primary screen (AID 2058); U2OS GPR35 beta-arrestin-GFP translocation imaging, zaprinast antagonism; higher % means a stronger effect; inhibition, % at 10 µM, or IC50 in µM where a hit was titrated; 290,000 compounds, 0.052% hits;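 active = inhibition of at least 50% with at least 30 cells and total cytoplasm GFP at most 10,000,000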
Yfh1-off respiration: mitochondrial function rescue without frataxin homolog – Friedreich's ataxia, plus single-dose screen, dose response (AID 1465). one-dose fold induction at 50 µM; EC50 in µM for titrated hits. 220,000 compounds, 0.074% hits. S. cerevisiae Yfh1-off respiration, WST-1 reduction, 72 h; higher fold induction means a stronger effect;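 active = fold induction of absorbance versus untreated yeast above a set limit, then at least 30% activation at any dose in follow-up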;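 also: activators that raise dye reduction in frataxin-depleted yeast; strong numbers were not always called active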
NTR1 agonist cell count 20 µM: further read-out of NTR1 agonist, marked with its call; cell count; measured here: cell count, cytotoxicity flag
Starred values were filed as active, the others as inactive; i = inactive; . = not tested or not shown.

SMILES	AID2073	GPR55 LPI antagonism	Dengue-2 NS5 capping	GPR55 activation	NTR1 agonist	NTR1 agonist cell count 20 µM	MgcRacGAP inhibition	SV40 large T antigen	GPR35 antagonists	Yfh1-off respiration
COc1cc(C=O)ccc1OCCSc1ccc(Cl)cc1	-7%	-5%	5%	1.2%	4.2	51	9%	-5%	-11%	i
CCCC(=O)Nc1ccc(C(=O)NN=C(C2CC2)C2CC2)cc1	2%	-14%	-3%	0.3%	-1.1	72	8%	10%	18%	i
O=[S@]1Oc2ccccc2-c2ccccc21	.	.	-27%	.	-0.4	47	76µM*	28%	.	.
CC(C(=O)NCC1CCCO1)n1cccc1C(=O)c1ccccc1 (stereo not drawn)	4%	-2%	2%	0.3%	-0.1	46	13%	9%	8%	i
Cc1nc2ccc(NC(=O)c3ccccc3)cc2s1	-4%	1%	-11%	-0.1%	-0.1	100	11%	10%	-13%	i
C=CCN(C(=O)Cn1ncc2c1-c1cc(C)ccc1OC2)c1ccccc1	-2%	9%	-1%	-0.3%	6.7	58	2%	4%	0%	i
O=C(CSc1n[nH]c(=O)n1C1CC1)N1N=C(c2ccc(Cl)cc2)CC1c1ccco1 (stereo not drawn)	12%	4%	0%	-0.1%	0.3	61	17%	17%	11%	i
CC(/C=C/c1ccccc1)=N\Nc1nc(C)cc(C)n1	-8%	11%	0%	0.1%	0.6	46	9%	21%	1%	i
Cc1cccc(NC(=O)CCNS(=O)(=O)c2cccc3nonc23)c1	1%	5%	-1%	-0.4%	-1.4	48	1%	-2%	10%	i
Cc1onc(-c2c(F)cccc2Cl)c1C(=O)NCCN1CCNC1=O	4%	6%	.	-0.1%	0.0	58	.	17%	10%	i
CCOc1cccc2sc(N(CCN(C)C)C(=O)CCS(=O)(=O)c3ccccc3)nc12	3%	24%	-4%	-0.1%	0.3	58	9%	24%	-3%	.
CC1=C(C(=O)Nc2ccccc2)C(c2ccco2)C(C#N)=C(SCc2ccccc2)N1 (stereo not drawn)	18%	23%	.	0.0%	1.2	77	.	5%	1%	i
Cc1cc(Cl)ccc1NC(=O)Cn1cncn1	-6%	2%	-10%	-0.3%	1.2	42	3%	10%	-2%	i
Nc1cc(=O)[nH]c(SCCOc2ccccc2)n1	-9%	-3%	-1%	-0.1%	-1.1	55	-1%	4%	6%	i
CCC(C)(C(=O)NC1CCCC1)N(C(=O)CNC(C)=O)c1ccccc1 (stereo not drawn)	-6%	10%	-2%	0.3%	-0.4	54	8%	2%	-9%	i
CCCCn1c(N)c(N(CC)C(=O)c2cc(Br)ccc2Cl)c(=O)[nH]c1=O	-7%	-11%	-12%	-0.4%	1.1	53	-6%	4%	8%	i
COc1ccc(-c2nn(-c3ccccc3)cc2C(=O)N2CCOCC2)cc1	29%	13%	-7%	-0.3%	-0.2	50	4%	8%	29%	i
CCOC(=O)c1cn(-c2ccc(F)c(F)c2F)c2c(F)c(F)c(F)cc2c1=O	-2%	6%	3%	-0.1%	6.0	87	-11%	-1%	-5%	i
N#Cc1nc(-c2ccc(F)cc2)oc1N1CCC(C(N)=O)CC1	33%	9%	-12%	0.0%	-0.6	90	2%	7%	-5%	.
C/C(=N\NC(=O)CC1(C)OCCO1)c1cccs1	-2%	4%	-2%	-0.1%	-0.3	44	10%	3%	17%	i
CCN(CC)S(=O)(=O)c1ccc2[nH]c(=O)cc(C(=O)Nc3cccc(C(C)=O)c3)c2c1	4%	-8%	2%	0.5%	1.0	48	-2%	11%	-25%	i
CN(C[C@H](CC1CCCCC1)N(C[C@H](Cc1ccccc1)N(CCc1ccccc1)N=O)N=O)N=O	12%	8%	-9%	0.7%	2.1	59	8%	-1%	0%	i
COc1ccc(S(=O)(=O)N2CCOCC2)cc1NC(=O)CCc1c[nH]c2ccccc12	-9%	16%	-2%	0.0%	-0.7	54	6%	9%	1%	i
O=C1c2[nH]nc(-c3ccccc3O)c2C(c2ccc(F)cc2)N1Cc1ccco1 (stereo not drawn)	1%	-1%	-3%	-0.1%	22	76	9%	3%	-14%	i
C#CCNC(=O)C1=C[C@H](c2ccc(C(F)(F)F)cc2)[C@@H](CCCO)[C@H](OCC)O1	1%	-3%	-6%	-0.2%	-2.9	87	12%	10%	0%	i

Given comma-delimited: part of the list above
SMILES,AID2073,GPR55 LPI antagonism,Dengue-2 NS5 capping,GPR55 activation,NTR1 agonist,NTR1 agonist cell count 20 µM,MgcRacGAP inhibition,SV40 large T antigen,GPR35 antagonists,Yfh1-off respiration
CCC(C)(C(=O)NC1CCCC1)N(C(=O)CNC(C)=O)c1ccccc1 (stereo not drawn),-6%,10%,-2%,0.3%,-0.4,54,8%,2%,-9%,i
CCCCn1c(N)c(N(CC)C(=O)c2cc(Br)ccc2Cl)c(=O)[nH]c1=O,-7%,-11%,-12%,-0.4%,1.1,53,-6%,4%,8%,i
COc1ccc(-c2nn(-c3ccccc3)cc2C(=O)N2CCOCC2)cc1,29%,13%,-7%,-0.3%,-0.2,50,4%,8%,29%,i
CCOC(=O)c1cn(-c2ccc(F)c(F)c2F)c2c(F)c(F)c(F)cc2c1=O,-2%,6%,3%,-0.1%,6.0,87,-11%,-1%,-5%,i
N#Cc1nc(-c2ccc(F)cc2)oc1N1CCC(C(N)=O)CC1,33%,9%,-12%,0.0%,-0.6,90,2%,7%,-5%,.
C/C(=N\NC(=O)CC1(C)OCCO1)c1cccs1,-2%,4%,-2%,-0.1%,-0.3,44,10%,3%,17%,i
CCN(CC)S(=O)(=O)c1ccc2[nH]c(=O)cc(C(=O)Nc3cccc(C(C)=O)c3)c2c1,4%,-8%,2%,0.5%,1.0,48,-2%,11%,-25%,i
CN(C[C@H](CC1CCCCC1)N(C[C@H](Cc1ccccc1)N(CCc1ccccc1)N=O)N=O)N=O,12%,8%,-9%,0.7%,2.1,59,8%,-1%,0%,i
COc1ccc(S(=O)(=O)N2CCOCC2)cc1NC(=O)CCc1c[nH]c2ccccc12,-9%,16%,-2%,0.0%,-0.7,54,6%,9%,1%,i
O=C1c2[nH]nc(-c3ccccc3O)c2C(c2ccc(F)cc2)N1Cc1ccco1 (stereo not drawn),1%,-1%,-3%,-0.1%,22,76,9%,3%,-14%,i
C#CCNC(=O)C1=C[C@H](c2ccc(C(F)(F)F)cc2)[C@@H](CCCO)[C@H](OCC)O1,1%,-3%,-6%,-0.2%,-2.9,87,12%,10%,0%,i

Further records:
SMILES	AID2073	GPR55 LPI antagonism	Dengue-2 NS5 capping	GPR55 activation	NTR1 agonist	NTR1 agonist cell count 20 µM	MgcRacGAP inhibition	SV40 large T antigen	GPR35 antagonists	Yfh1-off respiration
Cc1cc(Br)cc(Br)c1OCC(=O)NNC(=O)c1ccoc1C	-6%	-18%	-6%	-0.1%	0.0	70	-2%	-4%	-7%	.
COC(=O)C(C)SC1=N/C(=C/c2ccc(-n3cncn3)cc2)C(=O)N1 (stereo not drawn)	-9%	4%	-4%	-0.1%	-0.6	50	9%	12%	-7%	i
Cc1cnc(C(=O)OCC(=O)N=c2sccn2Cc2ccccc2Cl)cn1	12%	3%	1%	-0.1%	2.5	53	9%	24%	10%	.
Cc1ccc(NC(=O)CN(C)C(=O)CSc2nc(C)cc(C)n2)cc1	.	.	-2%	.	0.6	45	5%	6%	.	.
Cc1ccc(C(=O)NCCC(=O)N2CCCC2)cc1	5%	-10%	10%	-0.1%	-0.9	69	5%	5%	12%	.
CCOC(=O)C1=C(COC(=O)Cc2ccccc2F)NC(=O)NC1C (stereo not drawn)	.	.	0%	.	0.6	77	-1%	7%	.	.
O=C(NNC(=S)Nc1ccc(Br)cc1)c1cccnc1	-21%	-8%	-23%	-0.1%	-1.2	43	13%	15%	6%	.
NC(=O)CSc1nc(C2CC2)nc2sc3c(c12)CCCC3	-3%	12%	11%	-0.1%	2.1	53	11%	-2%	1%	i
COc1ccc(OCC(=O)NCCNC(=O)c2ccncc2)cc1	-4%	-17%	-5%	-0.1%	-1.2	63	-2%	2%	7%	.
Cc1ccc(/C=N/NC(=O)c2ccc3nc[nH]c3c2)s1	-13%	1%	-10%	-0.4%	2.3	24	6%	-1%	-11%	i
CN(C(=O)c1ccc(OC2CCN(Cc3ccccn3)CC2)cc1)C1CCCCC1	5%	-19%	-1%	-0.1%	-0.4	59	-3%	-2%	2%	.
O=c1nccc(SCc2ccc(Cl)cc2Cl)[nH]1	9%	10%	-5%	-0.1%	1.9	50	7%	23%	8%	i
O=C(NC1(C(F)(F)F)NC(=O)N(c2ccc(F)c(Cl)c2)C1=O)c1ccncc1 (stereo not drawn)	-11%	-5%	-1%	-0.1%	-0.6	97	8%	3%	4%	i
Cc1ccc(-c2nc3cc(NS(=O)(=O)c4ccc(C)cc4)ccc3o2)cc1	37%	7%	2%	-0.1%	20	64	3%	19%	4%	i
CCCc1nc(NCc2ccccc2)c(C#N)c2c1CCCC2	-12%	3%	-3%	-0.3%	7.8	97	9%	5%	-15%	i
COc1ccccc1CC(=O)NNS(=O)(=O)c1ccc([N+](=O)[O-])cc1	2%	9%	-1%	-0.1%	0.3	36	4%	.	2%	i
COc1ccc(N2CC(C(=O)N/N=C/c3cccs3)CC2=O)cc1 (stereo not drawn)	2%	3%	-9%	1.1%	-1.3	100	5%	1%	-21%	i
CCC(C)(C)n1nnnc1C(c1ccccc1OC)N1CCN(C(=O)c2ccco2)CC1 (stereo not drawn)	-2%	5%	2%	0.7%	0.7	37	-3%	10%	0%	.
CCOc1cccc(CNCc2ccc(C(=O)O)cc2)c1	-9%	25%	1%	-0.3%	-0.4	54	2%	-2%	-12%	i
Nc1c(Cl)ncnc1NCC(O)CO (stereo not drawn)	-13%	0%	2%	-0.1%	-0.2	62	15%	7%	-5%	i
N[C@@H](CO)c1cn([C@@H](Cc2cc3ccccc3[nH]2)C(=O)N2CCNCC2)nn1	6%	6%	4%	-0.1%	-0.5	86	16%	22%	6%	i
Cc1cc(C(=O)Nc2cccc3ncccc23)no1	1%	12%	-6%	-0.1%	-0.4	85	4%	7%	7%	i
O=C(NCc1ccc(F)cc1)c1cc(-c2ccco2)on1	7%	0%	-5%	1.0%	-1.1	71	1%	-5%	-1%	i

Reformatted: entries from further up
Molecule | AID2073 | GPR55 LPI antagonism | Dengue-2 NS5 capping | GPR55 activation | NTR1 agonist | NTR1 agonist cell count 20 µM | MgcRacGAP inhibition | SV40 large T antigen | GPR35 antagonists | Yfh1-off respiration
CCOC(=O)C1=C(COC(=O)Cc2ccccc2F)NC(=O)NC1C (stereo not drawn) | . | . | 0% | . | 0.6 | 77 | -1% | 7% | . | .
O=C(NNC(=S)Nc1ccc(Br)cc1)c1cccnc1 | -21% | -8% | -23% | -0.1% | -1.2 | 43 | 13% | 15% | 6% | .
